High-throughput results from PubChem.
Runt-CBFb FRET: inhibitors of human RUNX1 Runt domain binding to CBFb. Q01196+Q13951. Cerulean-Runt/Venus-CBFb FRET ratio 530/480, 1 h. inhibition, % at 20 µM. 220,000 tested, 0.46% active;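 active means inhibition over about 50% at 20 µM in the single-dose screen, limit read from the data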;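 further: 0% = DMSO wells and 100% = excess unlabeled CBFb competitor control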
Target sequence (Q01196 whole entry, looked up, the tested form may be a part): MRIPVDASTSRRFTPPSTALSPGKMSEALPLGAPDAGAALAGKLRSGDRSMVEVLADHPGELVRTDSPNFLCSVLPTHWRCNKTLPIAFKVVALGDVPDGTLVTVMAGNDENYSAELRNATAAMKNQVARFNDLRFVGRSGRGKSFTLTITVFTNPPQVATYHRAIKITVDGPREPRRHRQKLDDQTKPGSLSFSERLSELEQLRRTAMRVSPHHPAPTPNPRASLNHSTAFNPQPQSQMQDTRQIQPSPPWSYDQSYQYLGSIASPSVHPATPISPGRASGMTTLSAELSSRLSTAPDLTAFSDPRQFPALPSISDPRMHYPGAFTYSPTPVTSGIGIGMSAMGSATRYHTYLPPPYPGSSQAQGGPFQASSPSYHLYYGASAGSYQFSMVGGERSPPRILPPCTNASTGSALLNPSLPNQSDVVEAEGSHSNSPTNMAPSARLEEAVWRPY
Target sequence (Q13951 whole entry, looked up, the tested form may be a part): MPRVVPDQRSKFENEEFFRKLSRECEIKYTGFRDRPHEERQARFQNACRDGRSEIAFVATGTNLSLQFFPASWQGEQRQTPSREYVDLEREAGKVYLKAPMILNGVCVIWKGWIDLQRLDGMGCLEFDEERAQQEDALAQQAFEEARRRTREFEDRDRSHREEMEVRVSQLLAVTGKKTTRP
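Doses: 20 µM compound in 1% DMSO | Material: Cerulean-labeled Runt domain protein | Amount: Each fluorescent fusion protein 100 nM | Schedule: Two 1 h room-temperature incubations shielded from light | Measured by: FRET fluorescence | Evaluation: Loss of energy transfer signal | Controls: Unlabeled CBFb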
Hck Nef HTS: human Hck-Nef kinase inhibition. AID 463187. Recombinant Hck-YEEI plus Nef, Z-Lyte FRET kinase assay. 220,000 tested, 0.68% active. inhibition, % at 20 µM. P08631;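 active means Hck-Nef kinase inhibition above about 50%, limit read from the data; inactive means inhibition below that limit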;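 further: 0% = DMSO with Hck plus Nef and 100% = Hck alone without Nef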
RBBP9 inh: human RBBP9 hydrolase inhibition; inhibition, % at 7.94 µM; 220,000 tested, 0.2% active; AID 1515; recombinant RBBP9, FP-Rh probe fluorescence polarization;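 active means inhibition above the campaign mean of all tested compounds plus 3 SD, cut at about 14% in these data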;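 further: plate controls were DMSO wells with RBBP9 for no effect and wells lacking RBBP9 protein for full effect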
Target sequence (O75884 whole entry, looked up): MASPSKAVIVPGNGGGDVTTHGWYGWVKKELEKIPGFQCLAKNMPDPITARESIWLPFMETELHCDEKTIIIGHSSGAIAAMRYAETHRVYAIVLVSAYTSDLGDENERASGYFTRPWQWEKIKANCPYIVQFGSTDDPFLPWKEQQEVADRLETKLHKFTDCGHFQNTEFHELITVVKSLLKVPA
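system = RBBP9 protein | input = RBBP9 at 2.5 µM in dispensed solution, before mixing | measured by = fluorescence polarization (mP), excitation 525 nm, emission 598 nm | incubation = enzyme-compound preincubation 30 min, then probe labeling 45 min, 25 °C | buffer or medium = Tris-NaCl-Pluronic buffer, pH 8.0 | compound = single dose 7.94 µM | also added = FP-Rh probe, 375 nM dispensing solution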
TNF death inh: inhibitors of TNF-alpha induced necroptosis in Jurkat FADD-/- cells | Jurkat FADD-/- TNF necroptosis rescue, ATP luminescence, 24 h; 0 = TNF only, 100 = no-TNF cells | activation (protection from cell death), % at 10 µM | 220,000 tested, 0.068% active | AID 463075;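 active means activation, meaning protection from cell death, of at least 50% relative to plate controls; inactive means activation below 50%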;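 further: necroptosis triggered by 40 ng/mL TNF-alpha added together with compound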
PGE2 EP2 inh: blocks the human prostaglandin E2 receptor EP2. P43116. C6 glioma cells expressing human EP2, cAMP TR-FRET; cells stimulated with saturating PGE2. inhibition, % at 25 µM. 260,000 tested, 0.52% active. AID 1422;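 active means percent inhibition above 40 after rounding to a whole number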;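 further: rat C6 glioma host cells with rolipram phosphodiesterase inhibitor present; the protocol text gives 20 µM as final concentration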
EP2 modulator: modulates human prostaglandin E2 receptor EP2 signaling | EP2-expressing cells, cAMP HTRF FRET, PGE2 co-stimulation | induction, % at 25 µM | 260,000 tested, 0.83% active | AID 940;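 active means compounds whose cAMP rise, as percent of the full-agonist control response, exceeds 60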;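 further: rat C6 glioma line stably carrying human EP2 under a CMV promoter; the protocol text gives 20 µM as final concentration; 100% = response of wells given 1 µM PGE2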
L929 necroptosis: L929 zVAD cell death inhibition. 220,000 tested, 0.38% active. viability rescue, % at 10 µM. L929 zVAD necroptosis rescue, ATP luminescence, 24 h; with zVAD 60 µM. AID 1377;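 active means activation, scaled between plate controls, above about 75%, limit read from the data; inactive means activation under that limit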;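 further: 0% = zVAD with DMSO and 100% = DMSO alone without zVAD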
PERK inh: inhibitors of human PERK kinase | 220,000 tested, 0.17% active | Q9NZJ5 | inhibition, % at 5.6 µM | AID 1416 | CHO PERK-DD fusion, SEAP luminescence translation reporter;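 active means inhibition above the mean inhibition of all tested compounds plus 3 SD, set separately per screening campaign, cut at about 2.9% in these data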;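 further: PERK kinase domain activated by AP20187 dimerizer at 100 nM; 0% = DMSO with dimerizer and 100% = rapamycin at 8.4 µM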
Runt-SMMHC FRET: blocks binding of human RUNX1 Runt domain to CBFb-SMMHC. inhibition, % at 20 µM. AID 1434. Cerulean-Runt/Venus-CBFb-SMMHC FRET ratio 530/480, 1 h. 220,000 tested, 0.74% active;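 active means mean inhibition across duplicate retests at 20 µM reaching about 50%, limit read from the data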;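 further: 0% = DMSO wells and 100% = wells with excess untagged CBFb-SMMHC; inhibitors lower the FRET ratio by blocking Runt binding to CBFb-SMMHC; some results filed as inactive read as strong as hits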
* = called active by the depositor; x = no result given; & = joins results of further samples. Not all compounds are listed; rates above refer to the full screens.

molecule	PERK inh	EP2 modulator	PGE2 EP2 inh	Runt-SMMHC FRET	RBBP9 inh	TNF death inh	L929 necroptosis	Hck Nef HTS	Runt-CBFb FRET
O=C(c1ccco1)N(Cc1cc2ccccc2[nH]c1=O)C1CCCCC1	-0.5	-3	8	4	-10	-1.3	0.1	0	4
Cc1cc(C)nc(N(C#N)CC(=O)Nc2ccccc2)n1	-0.6	-1	11	-4	-9	0.4	0.8	2	0
COc1ccc(N(C(C)=O)S(=O)(=O)c2cccs2)cc1	1.5	12	14	3	7	8.8	-0.3	9	-2
Cc1cccc(NC(=S)N(CCc2nc3cc(C)c(C)cc3[nH]2)Cc2cccnc2)c1	0.3	29	x	0	-5	-2.2	0.1	0	-2
CCCc1nc2n[nH]c(N)c2c2c1CCC2	-0.1	1	9	2	-9	-1.6	25	-6	1
NC(=O)N/N=C/c1cc(Br)ccc1OC(=O)c1ccccc1	0.6	14	8	-1	2	-0.2	1.2	-3	0
Cc1nn(CC2CC2)c(=O)n1-c1cccc(Cl)c1	-0.7	24	3	2	-11	50	1.3	22	-1
O=S(=O)(/C=C/c1ccccc1)Oc1ccccc1	0.7	-23	7	-2	-8	6.1	-0.2	0	1
Cc1cc(C)c(NC(=O)COC(=O)c2ccc([N+](=O)[O-])s2)c(C)c1	-0.1	-16	3	7	-7	0.6	0.6	-1	-2
CNC(=O)C(=O)NCC1OCCN1S(=O)(=O)c1ccc([N+](=O)[O-])cc1 (stereo not given)	0.8	4	9	6	-5	0.4	0.3	3	1
C/C(Cn1nnc([N+](=O)[O-])n1)=N\NC(=O)c1ccccc1	1.8	-8	17	0	1	-7.7	0.8	3	-1
CC(=O)Nc1ccc(S(=O)(=O)NC2(C(F)(F)F)C(=O)NC(C)=C2C#N)cc1 (stereo not given)	1.1	23	6	-3	-6	-0.3	40	18	3
O=C(COC(=O)Cc1ccccc1F)Nc1cccc(S(=O)(=O)NC2=NCCCCC2)c1	1.4	-16	4	-2	-2	0.3	2.2	2	-1
O=C(NCc1ccccn1)Nc1cccc(NC(=O)NCc2ccccn2)c1	0.9	26	6	-1	3	-0.7	5.8	-1	1
NNCCc1ccccc1	0.2	16&-8&1	14&6&11	1	-3	0.6	0.0	3	-2
COc1ccc(C(C)=O)cc1CSc1ccccn1	0.2	10	17	-2	-2	4.6	1.1	10	3
Cc1ccc(N2C(=O)/C(=C/c3ccco3)SC2=S)cc1	-0.1	13	10	-9	-8	1.7	0.3	5	2
COCCCC1CCN(C(=O)CCc2nnc(CCCCc3ccccc3)o2)CC1	-1.0	-24	9	0	-6	0.6	-0.5	22	-2
O=c1[nH]c2cc3c(cc2cc1C(c1nnnn1CC1CCCO1)N1CCCCCC1)OCO3 (stereo not given)	0.8	-2	15	-24	5	-0.1	-0.1	1	3
CCOCCOc1nc2c(c(=O)n(C)c(=O)n2C)n1CCc1ccccc1	-1.2	2	9	2	2	-0.7	-0.6	15	-1
O=C(O)CCCC(=O)N1N=C(c2ccccc2)CC1c1ccc2nccnc2c1 (stereo not given)	0.4	8	1	-2	-8	0.8	0.5	0	1
Cc1ccc(C)c(Cn2nnc3c(=O)[nH]c(C(=O)NCC4CCCO4)nc32)c1 (stereo not given)	-0.8	7	5	1	-7	-2.3	1.2	0	0
COC(=O)c1ccc(OCC(O)CN(CCO)CCO)cc1 (stereo not given)	1.4	18	7	4	-9	-1.7	-0.2	2	-1
CC(CC1CC(C)(C)OC1=O)C(=O)Nc1nncs1 (stereo not given)	-0.5	-2	-1	2	-3	-0.1	0.0	-2	1
Cc1cccc(NC(=S)NCCc2ccc3c(c2)OCCO3)c1C	0.1	-61	3	-1	-5	-2.3	-1.4	20	-1
CCc1cc2c(C)ccc(C)c2nc1SCC(=O)Nc1c[nH]c(=O)[nH]c1=O	0.6	21&29	13&3	-6	-2	0.7	-0.3	31	-2
O=C(NCC(=O)N(CC1CCCO1)C(C(=O)NC1CCCCC1)c1ccccc1)c1cccs1 (stereo not given)	-0.7	5	9	-1	-2	-3.7	-0.1	1	0
COc1cc(C(=O)Nc2nc(C)c(Cc3ccc4c(c3)OCO4)s2)cc(OC)c1OC	-1.0	-8	7	14	-19	-18	-0.4	9	18
CCN(CC)CC(=O)Nc1ccc(-c2ccc(NC(=O)CN(CC)CC)c(OC)c2)cc1OC	-0.1	-51	11	1	1	-3.8	9.1	-13	-6
CCC(=NCc1ccccc1)c1c(C(F)(F)F)[nH]n(-c2nc3ccccc3s2)c1=O	0.4	-21	2	-5	6	-0.9	-0.3	3	1
CC(C)Oc1cccc(C(=O)Nc2ccc(NC(=O)c3ccco3)cc2)c1	-0.1	-14&-35	20&12	-1	-2	2.2	62	2	-1
COc1cc(C(=O)NC(CCSC)C(=O)OCC(=O)C(C)(C)C)cc(OC)c1OC (stereo not given)	1.0	29	4	2	1	-1.9	15	20	-2
Cc1ccc(O)c(NC(=O)C2CC(c3c(F)cccc3Cl)=NO2)c1 (stereo not given)	0.7	-35&-89	9&14	-3	-9	-23	-0.1	-17	0
Cc1ccc(N2C(=O)[C@@H]3C(c4cccnc4)=NO[C@@H]3C2=O)cc1	0.3	-2	37	-1	-10	2.4	0.6	7	3
Cc1ccccc1Cn1nc(C)c(NC(=O)c2nc3n(n2)C(C(F)F)CC(C)N3)c1C (stereo not given)	0.4	12	-7	0	-2	-0.9	-0.4	0	0
O=[N+]([O-])c1ccc(-n2nncc2-c2ccc(Cl)cc2)cc1	-0.2	-28	9	1	3	-0.9	-0.1	3	-2
C=CCn1c(SC/C=C/c2ccccc2)nnc1-c1sc(N)nc1C	0.1	-4	6	-17	3	-0.1	0.3	-25	-1
CNC(=S)SCCOc1ccccc1C	1.5	-2	4	-5	-3	-3.7	-0.2	1	0
CCC(C)(C(=O)Nc1ccccc1C)N(C(=O)CNC(C)=O)c1ccccc1C (stereo not given)	-0.2	17	0	4	-8	0.5	0.3	0	1
CSCCC(NC(=O)c1cccc(C)c1)C(=O)OCC(=O)NC(=O)c1cccn1C (stereo not given)	-0.7	24	13	-3	-5	0.3	0.7	-1	0
Cc1nc([N+](=O)[O-])cn1CCC#N	3.6*	-3	1	-3	-3	6.3	1.3	5	0
CCOC(=O)C(=O)Nc1ccccc1C(=O)OCC	-0.3	15	-1	x	-10	1.7	5.0	18	x
O=C(CSc1nnnn1C1CCCCC1)NCCc1ccccc1	0.9	4	5	1	-11	-4.6	0.4	0	-1
CCOC(=O)N1CCC(N(CCN(C)C)C(=S)Nc2cc(C)ccc2C)CC1	-0.2	-5	3	2	-6	1.4	-0.7	-1	1
CCc1nnc(NC(=O)[C@@H](NC(=O)c2ccc(C(C)(C)C)cc2)C(C)C)s1	-0.8	41	13	-1	1	0.7	-0.4	4	-8
Cc1cc(C)n(C(=O)CNC(=O)CCc2ccccc2)n1	0.1	2	8	1	-3	0.3	1.7	0	0
Nc1nc(NCCCN2CCOCC2)nc(Nc2cccc(Cl)c2)c1[N+](=O)[O-]	0.4	-15	14	-3	-10	0.3	2.8	8	-1
CCCCCC(=O)Nc1ccc2ccccc2c1	0.3	-64	12	0	-8	3.9	0.8	1	-4
CC(C)NC(=O)CSc1nnc(-c2ccco2)n1N	0.5	2	-3	-1	2	-1.0	0.2	0	0
O=C(CC1Nc2ccccc2NC1=O)NCCc1ccccc1 (stereo not given)	0.6	12	4	5	-3	-0.7	0.1	1	1
O=C(CCC(=O)N1CCN(C(=O)c2ccco2)CC1)c1ccc(F)cc1	1.2	-5	6	0	-2	-0.5	76*	1	0
Cc1cc(=O)oc2cc(OCc3ccc(C(=O)N4CCN(c5ccc([N+](=O)[O-])cc5)CC4)cc3)ccc12	0.1	37	4	-26	0	1.8	x	21	-30
C/C(CC(=O)Nc1ccc2c(c1)OCO2)=N\NC(=O)c1ccc(N)cc1	0.8	15	8	0	-6	-0.7	0.4	26	1
O=C(NCCCN1CCCC1=O)c1cccc(Oc2ccccc2)c1	-0.1	0	10	4	-8	0.2	1.0	-7	-1
CC(C)CNC(=O)c1ccccc1NC(=O)CN(c1ccccc1)S(=O)(=O)N(C)C	0.5	2	2	3	0	1.6	0.8	2	-1
CC(C)(O)C#Cc1ccc(C(=O)NCc2ccccc2F)cc1	1.0	13	11	5	7	1.5	0.4	8	-2
Cn1ccc(C(=O)N2CCCc3ccccc32)n1	0.1	8	13	2	-10	-2.5	0.1	0	0
OC1=C(O)c2nc3cc(C(F)(F)F)ccc3nc21	-1.0	-26	13	-2	4	0.2	0.9	14	10
O=C(Cc1cccs1)N/N=C/C=C/c1ccco1	1.1	-14	12	-15	7	-0.7	0.2	22	2
O=C(O)c1ccc(-c2nc(-c3ccccc3)c(-c3ccccc3)[nH]2)cc1	1.3	38	10	-1	-4	0.0	1.6	9	-4

(list continues)
molecule	PERK inh	EP2 modulator	PGE2 EP2 inh	Runt-SMMHC FRET	RBBP9 inh	TNF death inh	L929 necroptosis	Hck Nef HTS	Runt-CBFb FRET
CCCNS(=O)(=O)c1ccc(CCC(=O)Nc2cc(Cl)ccc2Oc2ccccc2)cc1	-1.3	53	11	3	-30	-14	-0.2	0	-4
COc1ccc(C(=O)C(CN2CCCC2)c2ccccc2)cc1 (stereo not given)	-0.4	6	14	1	-2	-15	63	7	1
CCCCOc1ccc(NC(=O)C2OC3OC(C)(C)OC3C3OC(C)(C)OC23)cc1 (stereo not given)	1.3	30	7	-3	-11	1.2	0.6	2	-1
CCCCOC(=O)c1ccc(NC(=O)C(=O)NCc2cccnc2)cc1	-0.2	-22	6	x	-4	-3.1	4.1	29	x
CCOc1ccc(CCNC(=O)c2ccc(CNS(=O)(=O)c3ccccc3)cc2)cc1OCC	-0.2	-47	5	-3	-6	2.4	1.3	1	-6
CC(C)CNC(=O)COc1ccc(Sc2ccc(OCC(=O)NCC(C)C)cc2)cc1	0.3	-24	3	3	7	0.8	0.5	2	-1
CN1CCc2ccccc2CC1=O	1.5	8	6	3	0	0.8	1.5	5	-1
COC(=O)c1cccc(COC(=O)c2ccc(CS(=O)(=O)c3ccc(C)cc3)cc2)c1	0.6	4	4	-2	-11	0.0	0.9	0	-1
COc1ccc(C2CC(c3cccs3)=NN2C(=O)c2ccco2)cc1OC (stereo not given)	-1.5	17	10	2	3	-1.5	0.0	5	0
